GLS inhibitor – glutaminase GLS (human) inhibition. GLS enzymatic activity, qHTS titration. Potency, µM (highest dose often 45.5 µM), without a hit: at the top dose activity change, negative = inhibition, actives largely listed as inhibitors. hit rate 0.21% among 410,000. AID 624170; active means well fitted inhibition curve with a large enough effect; inconclusive means small, poorly fitted or top-dose-only effect, or another doubt; inactive means no such curve, though single readings can be large or run the other way; further: potency means the concentration at half of the fitted maximal effect
Target sequence (O94925 whole entry, looked up): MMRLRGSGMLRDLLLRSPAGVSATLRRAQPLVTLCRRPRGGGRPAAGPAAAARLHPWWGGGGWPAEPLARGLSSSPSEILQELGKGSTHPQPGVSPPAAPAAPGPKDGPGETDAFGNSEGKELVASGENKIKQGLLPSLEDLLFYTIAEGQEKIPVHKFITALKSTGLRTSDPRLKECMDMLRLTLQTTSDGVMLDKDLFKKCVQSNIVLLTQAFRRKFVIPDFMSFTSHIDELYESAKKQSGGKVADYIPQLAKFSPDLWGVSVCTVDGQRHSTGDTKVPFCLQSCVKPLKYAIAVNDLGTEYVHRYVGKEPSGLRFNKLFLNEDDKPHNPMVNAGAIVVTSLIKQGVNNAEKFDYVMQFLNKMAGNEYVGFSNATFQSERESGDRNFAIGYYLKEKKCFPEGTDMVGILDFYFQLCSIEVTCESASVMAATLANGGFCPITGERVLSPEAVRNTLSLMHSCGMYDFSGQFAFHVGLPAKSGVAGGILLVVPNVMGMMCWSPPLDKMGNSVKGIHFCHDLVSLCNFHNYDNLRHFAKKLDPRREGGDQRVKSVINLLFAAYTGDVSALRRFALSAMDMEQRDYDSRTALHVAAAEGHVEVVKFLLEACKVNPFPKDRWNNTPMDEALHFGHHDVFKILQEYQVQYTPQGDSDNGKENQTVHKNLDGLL
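Enzyme dispensed in phosphate buffer (45 mM, pH 8.2, 0.02% Tween-20), compounds pinned in, then 1 mM L-glutamine solution and the glutamate oxidase–HRP–Amplex Red mix added; fluorescence read immediately and again after 30 min at room temperature.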
PI4K2A inh – blocks human PI4K2A kinase activity | activity change, negative = inhibition, % at 76.9 µM | purified PI4K2A, ADP-Glo luminescence, 1 h; active compounds read low | Q9BTU6 | AID 1346378 | hit rate 0.13% among 420,000; in the data active means activity change below about -50%; inconclusive means mostly about -30% to -49%;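 further: -100% = wells without enzyme as full effect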
Target sequence (Q9BTU6 whole entry, looked up): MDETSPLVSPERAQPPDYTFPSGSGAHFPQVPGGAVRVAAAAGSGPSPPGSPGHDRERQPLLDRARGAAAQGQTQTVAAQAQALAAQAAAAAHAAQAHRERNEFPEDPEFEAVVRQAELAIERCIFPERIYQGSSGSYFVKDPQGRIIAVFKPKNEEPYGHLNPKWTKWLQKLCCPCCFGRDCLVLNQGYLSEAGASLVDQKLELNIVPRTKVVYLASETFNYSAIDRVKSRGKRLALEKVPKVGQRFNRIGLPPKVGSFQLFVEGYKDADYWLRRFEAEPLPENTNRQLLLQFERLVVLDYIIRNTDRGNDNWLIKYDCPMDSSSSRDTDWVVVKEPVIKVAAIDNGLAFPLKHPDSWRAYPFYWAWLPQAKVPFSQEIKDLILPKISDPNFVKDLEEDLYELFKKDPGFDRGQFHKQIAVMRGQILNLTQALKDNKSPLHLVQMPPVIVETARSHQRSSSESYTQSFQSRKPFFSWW
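In this quantitative HTS, ADP production by PI4K2A was quantified luminescently after 1 h at ambient temperature; 100 microM adenosine served as plate-quality control.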
Starred values were filed as active, the others as inactive; u = inconclusive; [ ] = another dose, or the depositor's remark. Unless noted, on the % scale 0 is the no-effect control and ±100 the full control effect. Some of the compounds tested. The share of hits here may be higher or lower than overall.

> CCCCN1CC(N2CCN(C)CC2)CS1(=O)=O (stereo unspecified)
  GLS inhibitor = 3%
  PI4K2A inh = 0
> Cc1cc(C)cc(Cn2cc(CN3CC(N4CCN(CCO)CC4)CS3(=O)=O)nn2)c1 (stereo unspecified)
  GLS inhibitor = -12%
  PI4K2A inh = -9
> CC(O)(c1cccc(F)c1)c1nc(-c2ccncc2)cs1 (stereo unspecified)
  GLS inhibitor = 5%
  PI4K2A inh = 2
> CN1CCN(C(=O)c2cc3c(c(-c4cccc(-c5cccnc5)c4)n2)[C@@H](CCO)N(C(=O)CC2CC2)C3)CC1
  GLS inhibitor = -1%
  PI4K2A inh = -3
> O=C(NCc1ccc(C(F)(F)F)cc1)c1ccc(-c2cccnc2)c2ccoc12
  GLS inhibitor = 4%
  PI4K2A inh = -4
> CCNC(=O)C1(C)CCCN(Cc2cc3ccccc3o2)C1 (stereo unspecified)
  GLS inhibitor = 4%
  PI4K2A inh = 4
> CCOC(=O)c1csc(-c2ccc(COC(=O)c3ccccc3)o2)n1
  GLS inhibitor = 0%
  PI4K2A inh = -2
> CC(c1nc2ccccc2[nH]1)N(C(=O)C1=NNC(=O)CC1)c1ccccc1 (stereo unspecified)
  GLS inhibitor = 9%
  PI4K2A inh = -1
> O=c1[nH]c(=O)n(C2OC(CO)C(O)C2O)c2c1CCCC2 (stereo unspecified)
  GLS inhibitor = 2%
  PI4K2A inh = -16
> Cc1cccc(C)c1NC(=O)C1c2ccccc2OCC(=O)N1CC(F)(F)F (stereo unspecified)
  GLS inhibitor = -6%
  PI4K2A inh = 5
> N#CC(=C1C=CC(=NO)C(Cl)=C1)c1ccccc1
  GLS inhibitor = 3%
  PI4K2A inh = -3
> CCCCC[C@H](C)N1C[C@H](COCc2ccccc2)Oc2cc(N3CCC[C@H]3CO)ccc2S1(=O)=O
  GLS inhibitor = 4%
  PI4K2A inh = 0
> CC(=O)c1nn(-c2ccccc2)c(=Nc2ccccc2)cc1C
  GLS inhibitor = 4%
  PI4K2A inh = -11
> CCS(=O)(=O)N1Cc2cc(C(=O)NCCOC)nc(-c3cccc(-c4ccncc4)c3)c2[C@@H]1CCO
  GLS inhibitor = -2%
  PI4K2A inh = -7
> CCCCCc1ccc2cc(C#N)ccc2n1
  GLS inhibitor = -14%
  PI4K2A inh = 6

> Cc1ccc(-c2nc3c(C)cc(Br)cn3c2Cc2ccsc2)cc1
  GLS inhibitor = 12%
  PI4K2A inh = -1
> FC(F)(F)C(F)(F)C(F)(F)C(F)(F)C(F)(F)C(F)(F)C(F)(F)C(F)(F)Br
  GLS inhibitor = -9%
  PI4K2A inh = 5
> Nc1ccn([C@@H]2O[C@H](C(=O)N3CCN(c4ccc(Cl)cn4)CC3)[C@@H](O)[C@H]2O)c(=O)n1
  GLS inhibitor = -8%
  PI4K2A inh = -5
> CC(=O)Nc1cc(-c2cccc(N)c2)cn2c(-c3ccccc3)cnc12
  GLS inhibitor = -9%
  PI4K2A inh = 0
> COc1ccc(-n2nnnc2C(c2ccccc2OC(F)(F)F)N2CCN(C/C=C/c3ccccc3)CC2)cc1 (stereo unspecified)
  GLS inhibitor = -2%
  PI4K2A inh = -13
> CCCNC(=O)C1(C)CCCN(Cc2ccc(Oc3ccccc3)cc2)C1 (stereo unspecified)
  GLS inhibitor = -23%
  PI4K2A inh = 3
> CCOC1CCCc2oc(-c3ccsc3)c(-c3cnc(OC)nc3)c21 (stereo unspecified)
  GLS inhibitor = -1%
  PI4K2A inh = -5
> CCCC(=O)N1CCCC1(C)C(=O)Nc1ccc(-n2cncn2)cc1 (stereo unspecified)
  GLS inhibitor = -7%
  PI4K2A inh = 1
> O=C(Nc1cccc2c1CCCC2)c1cc(C2CCCCN2C(=O)OCCF)on1 (stereo unspecified)
  GLS inhibitor = 2%
  PI4K2A inh = -3
> COc1cc(C(O)c2nc(-c3cc4ccccc4o3)cs2)ccc1F (stereo unspecified)
  GLS inhibitor = 1%
  PI4K2A inh = 0
> CC(C)c1ccc(NC(=O)c2ccc(-c3ccnn3C)c3ccoc23)cc1
  GLS inhibitor = 2%
  PI4K2A inh = 3
> CCCCN(C=O)c1c(CC)nc2c(OCC(=O)C(C)(C)C)cccn12
  GLS inhibitor = 5%
  PI4K2A inh = 0
> O=C1NC[C@H](CCCCN2CCN(CCc3ccccc3)C(=O)C2=O)N(Cc2ccccc2)C1=O
  GLS inhibitor = 13%
  PI4K2A inh = -2
> C[C@H](c1ccccc1)N1C[C@@H](COCc2ccccc2)Oc2cc(N3CCC[C@@H]3CO)ccc2S1(=O)=O
  GLS inhibitor = 2%
  PI4K2A inh = -1
> CC(=O)Nc1ccc(-c2ccnc3c2CC(C(=O)Nc2cccc(Oc4ccccc4)c2)O3)cc1 (stereo unspecified)
  GLS inhibitor = 4%
  PI4K2A inh = 2

Molecules from the list above that have a Cl atom:
> N#CC(=C1C=CC(=NO)C(Cl)=C1)c1ccccc1
  GLS inhibitor = 3%
  PI4K2A inh = -3
> Nc1ccn([C@@H]2O[C@H](C(=O)N3CCN(c4ccc(Cl)cn4)CC3)[C@@H](O)[C@H]2O)c(=O)n1
  GLS inhibitor = -8%
  PI4K2A inh = -5

Next part.
> COCc1cccc(-c2csc(C(NC(C)=O)c3cccc(F)c3)n2)c1 (stereo unspecified)
  GLS inhibitor = -1%
  PI4K2A inh = 0
> CCOC(=O)C1=CCN(S(=O)(=O)c2ccc(C)cc2)C1c1ccc(CC)cc1 (stereo unspecified)
  GLS inhibitor = 12%
  PI4K2A inh = 1
> O=C(/C=C/[C@H]1O[C@@H](n2ccc(=O)[nH]c2=O)[C@H](O)[C@@H]1O)NCc1cccnc1
  GLS inhibitor = 20%
  PI4K2A inh = -5
> COc1ccccc1Cc1c(-c2ccc(F)cc2)nc2ccc(Br)cn12
  GLS inhibitor = 7%
  PI4K2A inh = -2
> CCc1nc2ccc(C(=O)NCCOc3ccc(OC)cc3)cn2c1N(CCC(C)C)CCN(C)C
  GLS inhibitor = 26%
  PI4K2A inh = -9
> CC(C)CC(N)c1csc(Nc2ccc(C(=O)c3ccccc3)cc2)n1 (stereo unspecified)
  GLS inhibitor = 3%
  PI4K2A inh = -2
> CCOC1CCCc2oc(-c3ccc(N(C)C)cc3)c(C(=O)OC)c21 (stereo unspecified)
  GLS inhibitor = 1%
  PI4K2A inh = 2
> CC1(C(=O)NS(=O)(=O)Cc2ccccc2)CCN1C(=O)C1(c2ccc(Cl)cc2)CC1 (stereo unspecified)
  GLS inhibitor = 3%
  PI4K2A inh = -10
> CC1(C(=O)NS(=O)(=O)c2ccc(Cl)cc2)CCN1C(=O)c1cccc(F)c1 (stereo unspecified)
  GLS inhibitor = 4%
  PI4K2A inh = -3
> CC1(C(=O)NS(=O)(=O)c2cccs2)CCN1C(=O)Cc1ccccc1 (stereo unspecified)
  GLS inhibitor = 10%
  PI4K2A inh = -4
> Cc1nc(C(F)(F)F)ccc1C(=O)N1CCC1(C)C(=O)NS(=O)(=O)c1c(C)noc1C (stereo unspecified)
  GLS inhibitor = -8%
  PI4K2A inh = 1
> COc1cc(O)cc(O)c1
  GLS inhibitor = 73%[activator]
  PI4K2A inh = -3
> CCCCNC(=O)NS(=O)(=O)c1ccc(N)cc1
  GLS inhibitor = 5%
  PI4K2A inh = -2
> O=C(Nc1ccc(Oc2ccccc2)cc1)c1ccc2nc([C@@H]3O[C@H](CO)[C@H](O)[C@H](O)[C@H]3O)[nH]c2c1
  GLS inhibitor = -3%
  PI4K2A inh = 0
> Cc1ccc(C(NC(=O)C2CCN(Cc3ccc(Cl)c(Cl)c3)CC2)c2ccccn2)cc1 (stereo unspecified)
  GLS inhibitor = -18%
  PI4K2A inh = -5

> CC(C)(C)n1nnnc1C(c1ccccc1)N1CCN(c2ncc(C(F)(F)F)cc2Cl)CC1 (stereo unspecified)
  GLS inhibitor = 13%
  PI4K2A inh = -1
> CCCCN1C(=O)C(CC(=O)NCc2ccco2)CC(C(=O)N(C(C)C)C(C)C)=C1C (stereo unspecified)
  GLS inhibitor = -11%
  PI4K2A inh = -6
> CCCCNC(=O)c1[nH]c(=O)cnc1-c1ccccc1
  GLS inhibitor = 0%
  PI4K2A inh = -4
> FC(F)(F)c1cc(Cl)c2nc(-c3ccc(Cl)cc3)c(Cc3ccsc3)n2c1
  GLS inhibitor = -18%
  PI4K2A inh = 2
> COc1ccccc1NC(=O)Nc1nc(C(N)C(C)C)cs1 (stereo unspecified)
  GLS inhibitor = 23%
  PI4K2A inh = -2
> COc1ccc(NC(=O)C2(C)Cc3c(-c4cccc(C(N)=O)c4)ccnc3O2)cc1OC (stereo unspecified)
  GLS inhibitor = -4%
  PI4K2A inh = 5
> CCC(=O)N1CCCC1(C)C(=O)Nc1cccc(Oc2ccccc2)c1 (stereo unspecified)
  GLS inhibitor = 5%
  PI4K2A inh = 1
> CC(C)C(=O)N1CCC1(C)C(=O)Nc1ccccc1OC(F)F (stereo unspecified)
  GLS inhibitor = 1%
  PI4K2A inh = -1
> CCCC(=O)N1CCCC1(C)C(=O)Nc1cc(OC)c(OC)c(OC)c1 (stereo unspecified)
  GLS inhibitor = 3%
  PI4K2A inh = 1
> COc1ccc(C(=O)c2[nH]c(N)c(C(=O)NCCc3c[nH]c4ccccc34)c2-c2ccc(Cl)cc2)cc1
  GLS inhibitor = 2%
  PI4K2A inh = -6
> OC(c1ccc(Cl)c(F)c1)c1ncc(-c2ccccc2F)[nH]1 (stereo unspecified)
  GLS inhibitor = -1%
  PI4K2A inh = 3
> CN(C)c1ccc(CN2CCC(C(=O)NC(c3ccc(Cl)cc3)c3cnccn3)CC2)cc1 (stereo unspecified)
  GLS inhibitor = 38%[activator]
  PI4K2A inh = 3
> COCCNc1nc(-c2cc(F)ccc2C)c2sc(-c3ccccc3)cc2n1
  GLS inhibitor = 4%
  PI4K2A inh = -2
> CS(=O)(=O)N1CCCCC1c1cc(C(=O)NCc2ccccc2)no1 (stereo unspecified)
  GLS inhibitor = 4%
  PI4K2A inh = 3
> CCOC(=O)C1(C)CCCN(C(=O)c2cccc(C#N)c2)C1 (stereo unspecified)
  GLS inhibitor = -13%
  PI4K2A inh = -6

> O=C(NC1CCCCC1)C1c2ccccc2OCC(=O)N1CC(F)(F)F (stereo unspecified)
  GLS inhibitor = 2%
  PI4K2A inh = 3
> CCOC(=O)C1CCCN(C(=O)c2cncc(Br)c2)CC1 (stereo unspecified)
  GLS inhibitor = 5%
  PI4K2A inh = 0
> COc1ccc(CN2C(=O)c3ccccc3C2c2nnnn2C(C)C)cc1 (stereo unspecified)
  GLS inhibitor = 0%
  PI4K2A inh = -1
> Cc1nc(-c2ccccc2)sc1C(=O)NS(=O)(=O)c1ccc(CN2CCN(c3ccccc3)CC2)cc1
  GLS inhibitor = 1%
  PI4K2A inh = 2
> COc1ccc(S(=O)(=O)N2CCC[C@H]2C(=O)N2CCC[C@H]2C(=O)NCc2ccccc2)cc1C
  GLS inhibitor = 1%
  PI4K2A inh = 6
> COc1ccc(C(=O)N2CCC(C)(C(=O)O)C2)cc1OC (stereo unspecified)
  GLS inhibitor = 2%
  PI4K2A inh = -3
> COc1ccc(CNC(=O)c2ccc(-c3c(C)noc3C)c3ccoc23)cc1OC
  GLS inhibitor = -1%
  PI4K2A inh = 2
> COc1ccccc1CNc1nc(Nc2cccc(-c3cnco3)c2)c2sccc2n1
  GLS inhibitor = 4%
  PI4K2A inh = -3
> CCOc1ccc2[nH]c(=S)sc2c1
  GLS inhibitor = u
  PI4K2A inh = 1
> COCCNC(=O)C1(C)CCCN(Cc2cc(C(F)(F)F)ccc2Cl)C1 (stereo unspecified)
  GLS inhibitor = 18%
  PI4K2A inh = -3
> CC1=CC(Cc2ccccc2)N(C)C(C(N)=O)C1 (stereo unspecified)
  GLS inhibitor = 0%
  PI4K2A inh = 2
> O=C(CC[C@H]1O[C@@H](n2ccc(=O)[nH]c2=O)[C@H](O)[C@@H]1O)NCCCc1ccccc1
  GLS inhibitor = -11%
  PI4K2A inh = 2
> O=c1[nH]c2cc3ccccc3cc2nc1-c1nnnn1C1CCCC1
  GLS inhibitor = 16%
  PI4K2A inh = -4
> CCc1nc2c(OCC(=O)c3ccc(F)cc3)cccn2c1N(C)C(=O)C(C)C
  GLS inhibitor = -3%
  PI4K2A inh = -1
> Fc1cccc(Cc2c(C3CCCCC3)nc3ccc(Br)cn23)c1
  GLS inhibitor = 1%
  PI4K2A inh = -3

> O=C(NC1CCCCC1)c1[nH]c(C(F)(F)F)nc1-c1ccccc1
  GLS inhibitor = 1%
  PI4K2A inh = -4
> FC(F)(F)c1cccc(N2CCCCC2)c1
  GLS inhibitor = -8%
  PI4K2A inh = 2
> CCc1nc2ccc(C(=O)Nc3cccc(NS(C)(=O)=O)c3)cn2c1N(C)Cc1nccn1C
  GLS inhibitor = 4%
  PI4K2A inh = 0
> CC1(C(=O)NS(=O)(=O)c2cccc(F)c2)CCN1C(=O)Cc1cccs1 (stereo unspecified)
  GLS inhibitor = 6%
  PI4K2A inh = -1
> COc1cc(Cl)ccc1OC1(C)CCN(Cc2ccccc2OC(F)F)C1 (stereo unspecified)
  GLS inhibitor = 6%
  PI4K2A inh = -2

Five of the entries above in order of their number in PI4K2A inh, low to high.
compound | GLS inhibitor | PI4K2A inh
O=C(NC1CCCCC1)c1[nH]c(C(F)(F)F)nc1-c1ccccc1 | 1% | -4
COc1cc(Cl)ccc1OC1(C)CCN(Cc2ccccc2OC(F)F)C1 (stereo unspecified) | 6% | -2
CC1(C(=O)NS(=O)(=O)c2cccc(F)c2)CCN1C(=O)Cc1cccs1 (stereo unspecified) | 6% | -1
CCc1nc2ccc(C(=O)Nc3cccc(NS(C)(=O)=O)c3)cn2c1N(C)Cc1nccn1C | 4% | 0
FC(F)(F)c1cccc(N2CCCCC2)c1 | -8% | 2

Assay outcomes: PubChem BioAssay, National Center for Advancing Translational Sciences (NCATS)
